Assay outcomes deposited in PubChem by The Scripps Research Institute Molecular Screening Center.
OXTR ag – human OXTR agonists, primary screen, fluorescence, CHO-OTR cells, Fluo-8 calcium; Fluo-8 calcium fluorescence; normalized: DMSO 0%, oxytocin 100%; Oxytocin receptor (Homo sapiens), P30559; 0.32% of 320,000 active; activation, % at 3 µM;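 active = activation above the mean of all tested compounds plus 3 SD, cutoff set per screening run, cut at about 20% in these data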;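 note: peak over basal fluorescence ratio from a 100 s FLIPR kinetic read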
Target sequence (P30559 whole entry, looked up): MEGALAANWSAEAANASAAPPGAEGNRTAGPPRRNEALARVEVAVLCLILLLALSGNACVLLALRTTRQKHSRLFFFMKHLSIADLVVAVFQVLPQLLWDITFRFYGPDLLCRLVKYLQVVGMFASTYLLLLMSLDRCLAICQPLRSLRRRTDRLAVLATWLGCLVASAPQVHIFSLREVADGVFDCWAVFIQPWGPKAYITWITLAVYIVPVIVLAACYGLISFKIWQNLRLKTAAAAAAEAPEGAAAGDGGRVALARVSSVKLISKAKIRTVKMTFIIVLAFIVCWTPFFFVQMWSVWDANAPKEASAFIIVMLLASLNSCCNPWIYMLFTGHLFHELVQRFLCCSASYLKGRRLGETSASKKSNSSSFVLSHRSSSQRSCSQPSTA
TAAR1 antagonist – human TAAR1 antagonists, primary screen, Fluo-8 calcium fluorescence, CHO RD-HGA16 cells; Trace amine-associated receptor 1 (Homo sapiens), Q96RJ0; antagonist; inhibition, % at 3 µM; 1.5% of 360,000 active; AID 624466, 2012;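 active = inhibition above a per-plate cutoff, the mean inhibition of test compounds on that plate plus 3 SD, cut at about 49% in these data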;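 note: 0% = DMSO plus EC80 beta-PEA response and 100% = DMSO alone without agonist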
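Assay system: CHO-derived RD-HGA16 cells stably expressing human TAAR1 plus Gα16. Timing: 140 s kinetic read after compound, 140 s after agonist. Technique: kinetic Fluo-8 calcium fluorescence measurement. Measure: % inhibition of agonist calcium response.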
V1R ag counter – agonists of human V1a receptor, primary screen, counter-screen for OXTR agonist project, fluorescence, CHO-V1R cells. Vasopressin V1a receptor (Homo sapiens), P37288. Fluo-8 calcium fluorescence, agonist mode; 0% DMSO, 100% 3 nM vasopressin. activation, % at 3 µM. 0.25% of 320,000 active;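 active = activation above the mean activation of all tested compounds plus 3 SD, per screening run, cut at about 20% in these data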;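 note: signal is peak over basal fluorescence ratio across a 100 second FLIPR read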
Target sequence (P37288 whole entry, looked up): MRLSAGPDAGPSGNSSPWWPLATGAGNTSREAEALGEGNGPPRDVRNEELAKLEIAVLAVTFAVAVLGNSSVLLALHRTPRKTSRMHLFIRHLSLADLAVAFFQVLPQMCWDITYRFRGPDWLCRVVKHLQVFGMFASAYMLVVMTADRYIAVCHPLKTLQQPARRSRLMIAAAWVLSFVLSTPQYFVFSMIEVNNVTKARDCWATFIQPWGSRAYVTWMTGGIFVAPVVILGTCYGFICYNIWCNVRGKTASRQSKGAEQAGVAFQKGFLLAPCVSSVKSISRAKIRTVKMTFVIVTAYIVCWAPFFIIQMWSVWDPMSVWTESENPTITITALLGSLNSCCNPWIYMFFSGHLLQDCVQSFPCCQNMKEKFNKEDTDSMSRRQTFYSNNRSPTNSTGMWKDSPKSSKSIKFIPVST
GPR7 antagonist – GPR7 receptor antagonists, primary screen, cell-based, fluorescence, single concentration | Neuropeptides B/W receptor type 1 (Homo sapiens), P48145 | inhibition, % at 4.4 µM | 1.1% of 290,000 active | AID 1861, 2009 | GPR7-expressing cells, fluorescence antagonist assay; in the data active = inhibition above about 16%, passing the limit was not always enough;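 note: cells stimulated with the agonist NPW; 0% = agonist with vehicle and 100% = vehicle without agonist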
CHO parental Ca – ATP-evoked calcium signal inhibitors, parental CHO, primary screen, counter-screen for OX1R antagonist project, cell-based, fluorescence, Fluo-8 calcium dye; 0.63% of 330,000 active; inhibition, % at 5.6 µM; parental CHO-K1, ATP-induced calcium, Fluo-8 fluorescence;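 active = inhibition above that plate's mean sample inhibition plus 3 SD, cut at about 26% in these data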;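 note: 0% = ATP-challenged DMSO wells and 100% = DMSO wells without ATP; some compounds past the cut are filed as inactive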
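Assay system: parental CHO cells; Read-out basis: percent inhibition of ATP-evoked calcium rise, normalized to controls; Benchmarks: ATP and no-ATP DMSO wells; Compound dosing: single nominal dose of 5.6 µM per compound; Signal: Fluo-8 calcium dye fluorescence; Also added: ATP as calcium-mobilizing challenge; Repeats: singlicate.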
M1 PAM parental – nonselective calcium activators in parental CHO-K1 cells, primary screen, counter-screen for M1 PAM project, cell-based, Fluo-8 calcium fluorescence, full deck, 1536-well; ATP EC20; 0% at ATP EC20, 100% at ATP max; activation, % at 3 µM; 0.02% of 360,000 active; AID 602247, 2012;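 active = activation above the run cutoff, the mean activation of all test compounds plus 3 SD, cut at about 40% in these data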;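 note: peak over basal fluorescence ratio in a 140 s read after ATP addition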
CHO-K1 Ca ag – counter-screen for M1 agonists: effect in parental CHO-K1 cells; activation, % at 3 µM; 0.48% of 360,000 active; Fluo-8 calcium fluorescence; scaled to maximal ATP response, vehicle zero; in the data active = activation above about 15%;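 note: untransfected CHO-K1 host cells lacking M1 receptor as counterscreen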
CHO-K1 Ca antag – counter-screen for M1 antagonists: effect in parental CHO-K1 cells; inhibition, % at 3 µM; 0.6% of 360,000 active; ATP-induced calcium, Fluo-8 fluorescence; AID 602250;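 active = inhibition above a per-plate cutoff, the plate's mean sample inhibition plus 3 SD, cut at about 24% in these data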;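 note: 0% = DMSO plus EC80 ATP and 100% = DMSO alone without ATP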
OXTR potentiator – human OXTR potentiators, primary screen, fluorescence, CHO-OTR cells, Fluo-8 calcium; Oxytocin receptor (Homo sapiens), P30559; Fluo-8 calcium fluorescence, potentiator mode; 0% = oxytocin EC15, 100% = EC100; activation, % at 3 µM; 0.061% of 320,000 active;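 active = activation above that plate's cutoff, the mean activation of tested compounds plus 3 SD, cut at about 6.6% in these data, passing the limit was not always enough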;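 note: 100% uses oxytocin at 75 nM as the full agonist control; some results filed as inactive read as strong as hits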
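Measured by – Fluo-8 calcium dye fluorescence · Test system – human OTR in CHO cells · Dosing – one concentration, 3.0 µM compound · Controls – EC15 oxytocin alone as 0%, 75 nM oxytocin as 100% · Evaluation – normalized max/min fluorescence ratio, % activation · Timing – 6 min pre-incubation, 100 s read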
* marks the source's active call; other numbers are inactive results; . = no result given.

smiles	OXTR ag	TAAR1 antagonist	V1R ag counter	GPR7 antagonist	CHO parental Ca	M1 PAM parental	CHO-K1 Ca ag	CHO-K1 Ca antag	OXTR potentiator
O=C(OC1CSc2nc3ccccc3n2C1)c1ccco1 (stereo unspecified)	9.8	12	3.5	3	-6	20	2.7	-6	-5
Cc1cc(C)nc(NC(=O)/C=C/c2ccc(Cl)cc2Cl)c1	-2.2	37	-0.4	-7	-22	-1	-0.2	-9	-5
Fc1ccc(CNCc2ccc(Br)cc2)cc1	0.2	-3	1.2	-1	-10	12	0.8	-6	-7
COc1cc2cc(C(c3nnnn3C3CCCCC3)N(C)C3CCCCC3)c(=O)[nH]c2cc1OC (stereo unspecified)	-0.9	.	-0.4	-3	-15	16	0.7	-21	-5
Cc1ccc(NC(=O)CSc2nc3[nH]ncc3c(=O)[nH]2)cc1Cl	-0.4	12	0.3	.	-8	-1	-0.1	-2	0
CCN(CC)CCNC(=O)c1cn(CC)c2ccc(S(=O)(=O)N3CCc4ccccc4C3)cc2c1=O	-0.1	-39	0.4	2	-16	1	-0.1	-18	-5
COCCNc1nc2cc(-c3ccc(F)cc3)sc2c(=O)n1C	.	-11	.	.	.	18	0.5	-15	.
CONC(=O)Nc1ccccc1[N+](=O)[O-]	-0.9	0	1.0	-6	-5	9	-0.1	0	-7
CC(C)(C)c1cc(NC(=O)c2cccnc2)no1	0.2	4	1.9	-13	14	12	-0.1	-14	1
CCOc1cccc(C(=O)NC(=S)Nc2ccc(N3CCCC3)cc2)c1	-0.7	8	0.3	0	-22	18	-0.7	-13	-10
CCOC(=O)c1ccc(N2C=C(C(=O)OC)C(c3ccc(OC)c(O)c3)C(C(=O)OC)=C2)cc1	-0.1	-2	1.1	-10	-7	-8	-0.6	6	-15
COC(=O)C(C)Sc1nc(N)c(NC(=O)c2ccco2)c(=O)[nH]1 (stereo unspecified)	-0.8	-15	-0.5	-23	4	11	0.6	-4	-6
Cc1ccc(S(=O)(=O)NC(=O)Nc2ccc(Cl)cn2)cc1	0.3	-4	0.1	1	-6	15	0.4	-18	7
CN(C)/C=C/C(=O)/C=C/c1ccc(Cl)cc1	-0.8	18	-0.2	-3	-7	15	1.0	-6	2
C[C@H](O)[C@@H]1C(=O)N2CCc3ccc(-c4cccc(F)c4)cc3[C@@H]2C[C@@H]1N(C)C(=O)Nc1ccccc1	.	1	.	.	.	2	1.1	0	.
COc1ccc(OC)c(NC(=O)CN2C(=O)c3ccccc3S2(=O)=O)c1	0.9	-3	2.0	-5	-7	-4	0.4	4	5
COc1cccc(N2CC(NC(=O)c3cccc4ccccc34)CC2=O)c1 (stereo unspecified)	0.8	-3	0.4	.	-7	20	3.6	-3	-2
COc1cc(OC)c2c(C)cc(=O)oc2c1C(CCN1CCN(c2ccccc2)CC1)c1ccc2c(c1)OCO2 (stereo unspecified)	-1.1	-9	-0.7	.	-1	-25	-1.0	13	-6
COc1ccc(C(=O)COC(=O)C2CCC(=O)N2)cc1 (stereo unspecified)	0.2	-10	0.5	-1	-14	-4	-0.2	-4	-4
Cc1cc2ncn(/N=C/c3cccnc3)c2cc1C	3.4	7	1.4	-8	-19	20	0.8	-10	1
O/N=C/c1cccn1-c1ccc(O)cc1	4.0	0	1.3	-8	2	-1	0.5	-2	-1
CCOC(=O)/C(=N/Nc1ccccc1)Sc1nnc(CCc2ccccc2)n1-c1ccccc1	-2.3	-3	-0.7	-5	-17	15	-0.4	-2	-9
Cc1nc(-c2ccc([N+](=O)[O-])cc2)sc1C(=O)O	0.3	-9	1.6	-5	-8	9	-0.9	1	4
C1CNC(C23CC4CC(CC(C4)C2)C3)=N1	1.2	-18	0.4	-2	-11	6	1.2	-12	0
COc1ccc(CN(C(=O)c2ccco2)c2ccccc2)cc1	-2.9	-4	1.2	14	-26	15	-0.1	-6	-7
NS(=O)(=O)c1ccc(CCNc2ccn3nc(-c4ccccc4)cc3n2)cc1	.	47	.	.	.	4	3.0	-3	.
O=[N+]([O-])c1ccccc1SN(Cc1ccccc1)c1ccccn1	-1.7	16	-1.2	-13	-25	16	-0.2	-3	-4
COc1ccccc1-n1ccnc(SCC(=O)NC2CCCCC2)c1=O	-0.2	-17	-0.2	.	-38	12	0.5	-4	8
COc1ccc(C(=O)N/C(=C/c2cccs2)C(=O)N2CCN(C)CC2)cc1	.	-3	.	.	.	-6	0.3	-2	.
COc1cc(CCC(=O)NNC(=O)c2ccc(C)cc2)cc(OC)c1OC	0.4	-7	-0.4	-14	-6	6	-0.4	-9	6
CCN1CCN(C(=S)c2ccc(OCC(=O)Nc3ccc(OC)cc3)cc2)CC1	2.3	-1	3.9	8	-1	12	1.5	4	-19
CCCCCCCCCCOC(=O)Cn1c(COc2ccccc2C)[n+](C)c2ccccc21	22*	.	1.0	28*	43*	4	0.3	-1	-3
CC1CCC(=C(C#N)c2nc(-c3cc4ccccc4oc3=O)cs2)CC1 (stereo unspecified)	-1.0	.	1.2	-6	-24	2	0.4	-5	-10
Cc1ccc(N(C(=O)c2csnn2)C(C(=O)NC2CCCC2)c2ccccn2)c(C)c1 (stereo unspecified)	0.5	-12	0.9	5	-10	15	1.9	-14	-7
O=C(O)c1cccc(CN2C(=O)S/C(=C/c3cccc([N+](=O)[O-])c3)C2=O)c1	1.1	10	0.4	-11	-1	11	0.1	-10	-6
O=C(CCn1cccc1)NCc1ccc(Cl)cc1	-0.2	-8	-0.8	7	-6	15	0.5	-4	-3
CC(C)c1ccc(S(=O)(=O)N2CCC(C(=O)N3CCN(c4cccc(Cl)c4)CC3)CC2)cc1	.	-18	.	.	.	4	1.0	-14	.
CCn1c2ccccc2c2cc(/C=N/NC(=O)c3ccccc3)ccc21	-1.6	9	-0.4	-2	-22	-3	1.1	4	-8
CC(=O)N(c1ccccc1)c1c(F)c(F)c(F)c(F)c1F	0.2	2	-0.3	7	-8	10	0.2	-11	2
CCCCCOC(=O)c1ccc(N2C(=O)C3C4C=CC(C4)C3C2=O)cc1 (stereo unspecified)	3.8	6	3.8	-14	-18	6	4.0	-10	-10
CC(=O)Nc1cccc(NC(=O)CSc2ccc(-c3cccnc3)nn2)c1	1.4	-8	1.0	0	3	16	0.8	-8	1
O=C(CSc1nc2sccc2c(=O)[nH]1)N1CCN(c2ccccc2)CC1	-0.5	-37	-0.4	-27	-6	19	-0.1	-12	6
CCNC(=O)C(=O)Nc1ccc2c(c1)N(S(=O)(=O)c1cccs1)CCC2	0.0	-7	0.2	.	-12	7	0.1	-2	0
CC1CCc2c(sc3ncnc(SC(C)C(=O)NCC4CCCO4)c23)C1 (stereo unspecified)	-2.2	-9	-1.7	.	-28	16	0.5	-5	-7
Cc1cc(C)c[n+](CC(=O)c2ccccc2)c1	.	0	.	-19	.	15	0.6	-2	.
CCc1nnc(NC(=O)Nc2ccc(Cl)cc2)s1	2.3	5	1.6	-5	-11	14	6.9	-15	-2
Cc1ccccc1CC1SC(N=C(N)N)=NC1=O (stereo unspecified)	1.3	-6	-0.4	-8	-2	-8	0.5	0	6
CCCC(=O)Nc1ccc2nc(SCC(=O)N3CCCC3)sc2c1	-1.2	-17	-0.3	-7	12	15	0.9	-11	-18
COc1ccc(S(=O)(=O)N2CCc3ccccc32)cc1C(=O)NCC(c1ccco1)N1CCCC1 (stereo unspecified)	2.7	-3	0.7	.	-12	10	0.6	-6	-4
O=C(COC(=O)c1ncc(Cl)c(Cl)c1Cl)NNC(=O)c1ccccc1	0.2	-16	0.4	.	-1	7	0.7	-5	-2
CCOC(=O)C(CC)c1cc2n(c(=O)c1C#N)CCC21OCCO1 (stereo unspecified)	.	-28	.	.	.	22	1.4	-14	.
Cc1ccc(C)c(S(=O)(=O)NCCOC(=O)Nc2sc(=S)n(C)c2C)c1	0.4	-10	1.2	-7	-20	-2	-0.2	0	-10

Structural class, those above containing a Cl atom.
smiles	OXTR ag	TAAR1 antagonist	V1R ag counter	GPR7 antagonist	CHO parental Ca	M1 PAM parental	CHO-K1 Ca ag	CHO-K1 Ca antag	OXTR potentiator
Cc1cc(C)nc(NC(=O)/C=C/c2ccc(Cl)cc2Cl)c1	-2.2	37	-0.4	-7	-22	-1	-0.2	-9	-5
Cc1ccc(NC(=O)CSc2nc3[nH]ncc3c(=O)[nH]2)cc1Cl	-0.4	12	0.3	.	-8	-1	-0.1	-2	0
Cc1ccc(S(=O)(=O)NC(=O)Nc2ccc(Cl)cn2)cc1	0.3	-4	0.1	1	-6	15	0.4	-18	7
CN(C)/C=C/C(=O)/C=C/c1ccc(Cl)cc1	-0.8	18	-0.2	-3	-7	15	1.0	-6	2
O=C(CCn1cccc1)NCc1ccc(Cl)cc1	-0.2	-8	-0.8	7	-6	15	0.5	-4	-3
CC(C)c1ccc(S(=O)(=O)N2CCC(C(=O)N3CCN(c4cccc(Cl)c4)CC3)CC2)cc1	.	-18	.	.	.	4	1.0	-14	.
CCc1nnc(NC(=O)Nc2ccc(Cl)cc2)s1	2.3	5	1.6	-5	-11	14	6.9	-15	-2
O=C(COC(=O)c1ncc(Cl)c(Cl)c1Cl)NNC(=O)c1ccccc1	0.2	-16	0.4	.	-1	7	0.7	-5	-2
